RAD52 inh: blocks human RAD52 DNA annealing | inhibition, % at 18.7 µM | P43351 | recombinant RAD52 DNA annealing, FRET fluorescence | 0.46% of 360,000 active | AID 651710;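 active means every replicate showing at least 50% inhibition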
XiGFP reactiv: X-chromosome reactivation activator; activation, % at 7.58 µM; 0.055% of 360,000 active; XiGFP mouse fibroblasts, % GFP-positive cells imaging, 3 d; cells co-treated with 5-aza-dC sensitizer; scaled so ellipticine positive control = 100%;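 active means mean normalized replicate activation at least 10% and every replicate at or above 10%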;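 further: 0% = median of on-plate neutral control wells and 100% = ellipticine 6 µM median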
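Schedule: 3 d treatment, 15 min room-temperature fixation; system: 68-5-11 XiGFP fibroblast line; buffer or medium: DMEM plus 5-aza-dC sensitizer; control set: ellipticine 6 µM positive control; compound: one concentration, pinned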
esBAF inh: inhibitors of esBAF chromatin remodeling in mouse ES cells; Bmi1-luciferase knock-in reporter, 24 h; 100% = twice the neutral-well signal; reporter increase, % at 12.5 µM; 2% of 350,000 active; AID 602393; in the data active means activation above about 40%;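 further: 0% = median of the plate's neutral control wells and 100% = double that signal; a rise in the Bmi1 reporter signal indicates esBAF inhibition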
ERAP1 inh: ERAP1 (human) enzyme inhibition; recombinant ERAP1, Leu-AMC fluorescence, 60 min; Q9NZ08; 0.15% of 340,000 active; inhibition, % at 10.7 µM;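 active means mean replicate inhibition of at least 30%, or all replicates individually reaching that 30% level; inactive means mean below 30% and not every replicate reaching it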;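 further: 0% = neutral control wells and 100% = L-leucinethiol positive control wells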
Target sequence (Q9NZ08 whole entry, looked up): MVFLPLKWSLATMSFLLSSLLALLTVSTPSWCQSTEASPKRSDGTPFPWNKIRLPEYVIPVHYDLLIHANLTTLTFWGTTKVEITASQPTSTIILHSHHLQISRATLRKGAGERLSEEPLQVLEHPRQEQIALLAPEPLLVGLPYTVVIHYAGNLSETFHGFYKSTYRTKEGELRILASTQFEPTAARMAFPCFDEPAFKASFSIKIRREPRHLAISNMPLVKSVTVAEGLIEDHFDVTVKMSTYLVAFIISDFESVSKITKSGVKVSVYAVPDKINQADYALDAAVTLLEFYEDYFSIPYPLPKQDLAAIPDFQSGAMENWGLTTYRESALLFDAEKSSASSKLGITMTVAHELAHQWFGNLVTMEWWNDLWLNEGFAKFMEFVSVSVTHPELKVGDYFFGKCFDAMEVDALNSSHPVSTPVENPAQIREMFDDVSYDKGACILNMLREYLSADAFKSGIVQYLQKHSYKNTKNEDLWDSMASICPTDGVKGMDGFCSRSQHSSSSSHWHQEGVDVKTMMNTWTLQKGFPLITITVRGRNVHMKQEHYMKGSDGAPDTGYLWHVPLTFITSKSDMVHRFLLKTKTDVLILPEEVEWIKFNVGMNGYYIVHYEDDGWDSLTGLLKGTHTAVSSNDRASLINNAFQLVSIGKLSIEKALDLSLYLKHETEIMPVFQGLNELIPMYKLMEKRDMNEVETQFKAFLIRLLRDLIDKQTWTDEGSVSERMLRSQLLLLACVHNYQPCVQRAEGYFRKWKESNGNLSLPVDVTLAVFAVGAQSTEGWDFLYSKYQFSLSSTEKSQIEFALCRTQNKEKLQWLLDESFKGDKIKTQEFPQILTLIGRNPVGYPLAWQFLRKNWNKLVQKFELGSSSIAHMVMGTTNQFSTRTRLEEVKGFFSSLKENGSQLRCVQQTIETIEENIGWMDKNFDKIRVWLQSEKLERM
INS-1E GSIS act: primary screen for activators of insulin secretion dependent on glucose, INS-1E cells, GLuc reporter luminescence | INS-1E GLuc reporter insulin secretion, 2-3 h | activation, % at 16.6 µM | 0.61% of 370,000 active | AID 743287;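 active means lowest replicate activation of at least 40%, so every replicate reaches that level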;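 further: 0% = median of neutral control wells and 100% = median of IBMX positive control wells; some compounds called inactive have numbers as strong as hits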
ARNT TACC3 PPI: disruptors of human ARNT/TACC3 interaction; inhibition, % at 9.99 µM; Q9Y6A5; 0.66% of 390,000 active; AlphaScreen His-ARNT PAS-B/GST-TACC3 binding, luminescence; TACC3 fragment carries E629A point mutation;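 active means mean inhibition of replicates at least 50% and at least half of replicates each reaching 50%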;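 further: 0% = complete ARNT plus TACC3 wells and 100% = ARNT alone without TACC3; many hits fall short of the cut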
CFTR F508del cor: correctors of CFTR F508del function in bronchial epithelial cells. AID 720511. CFBE cells, YFP halide quenching; stimulated with forskolin plus potentiator P3; % fluorescence drop versus neutral controls. 0.36% of 350,000 active. activity (quench increase), % at 7.58 µM;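 active means mean added fluorescence quench of at least 8% versus neutral control, with both replicates also reaching 8%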;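 further: cells transiently co-express mutant CFTR-F508del with the halide-sensitive YFP; corrector assay measuring rescue of mutant channel to the surface after 24 h compound exposure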
RAD54 inh: inhibitors of human RAD54 branch migration | Q92698 | RAD54 Holliday junction branch migration, FAM/BHQ fluorescence | inhibition, % at 10.4 µM | 0.14% of 360,000 active | AID 602329;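 active means mean normalized replicate activity at least 40 and at least half of replicates scoring 40 or more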;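 further: 0% = median of neutral control wells and 100% = median of positive control wells; inhibitors cause a drop in the FAM fluorescence signal; in these data hits start at about 50%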
Numbers without * were called inactive; / = no result given; & = joins results of further samples.

SMILES	RAD52 inh	XiGFP reactiv	esBAF inh	ERAP1 inh	INS-1E GSIS act	ARNT TACC3 PPI	CFTR F508del cor	RAD54 inh
Cc1cc(C)c(S(=O)(=O)N(C)CC(=O)NCc2ccncc2)c(C)c1	-18	0.0	0	-1	9	21	-0.1	-2
S=C(N/N=C/c1ccc2ncccc2c1)Nc1ccccc1	4	0.0	/	0	6	5	-1.6	/
Cc1ccc(S(=O)(=O)N(C)/N=C/c2ccc(N(C)C)cc2)cc1	-38	0.7	14	2	1	8	0.5	3
c1ccc2cc(N3CCCCC3)ccc2c1	-14	0.1	38	0	/	-1	3.2	-12
CC(=O)c1sc2nc(-c3ccccc3)cc(C)c2c1N	-9	0.0	3	-2	7	-1	0.4	-1
COc1ccc2c3c(n(C)c2c1)[C@H](CO)N(C(=O)Nc1ccc(F)cc1)CC31CCN(C(=O)NC(C)C)CC1	-5	0.3	/	-4	-14	/	1.6	/
COc1ccc(-c2ccc3c(c2)[C@H]2[C@H](CCN2C(=O)c2ccc4c(c2)OCO4)[C@H](CO)N3C)cc1	-2	0.2	-5	1	-50	-3	0.7	6
O=C(CCCn1c(=S)[nH]c2ccsc2c1=O)NC1CCCCC1	-4	0.3	4	2	4	2	-2.0	6
COc1ccc(NC(=O)Nc2ccc3c(c2)C(=O)N([C@H](C)CO)C[C@H](C)[C@H](CN(C)C(=O)C2CCCCC2)OCCCC[C@@H](C)O3)cc1	1	-0.1	-2	2	1	-3	0.5	-2
CN1CCN(C(=O)c2ccc(CN(c3ccccc3)S(=O)(=O)c3ccccc3)cc2)CC1	-8	0.2	6	/	-2	-6	12*	1
CN1C[C@@H]2[C@H](c3ccccc31)[C@H](CO)N2C(=O)CN1CCOCC1	-7	0.3	-2	-2	2	-4	-0.9	8
CCOc1cc(N2CCOCC2)c(OCC)cc1NC(=O)CN1C(=O)C2C3C=CC(C3)C2C1=O (stereo not given)	-5	0.0	/	-1	2	-4	-4.2	/
O=C(O)[C@H]1CC=C[C@H]2CCN(Cc3ccc(Cl)c(Cl)c3)C(=O)[C@@H]12	-4	0.0	3	/	-24	17	-0.2	-1
CCCNC(=O)N(C)C[C@@H]1Oc2cc(C#C[C@@H](C)O)ccc2S(=O)(=O)N([C@@H](C)CO)C[C@@H]1C	6	0.0	1	/	3	/	0.3	2
CSc1cccc(NC(=O)CCNS(=O)(=O)c2ccc3[nH]c(=O)oc3c2)c1	-7	0.0	-5	-1	-10	14	1.6	2

Looked up above:
For CFTR F508del cor, `CN1CCN(C(=O)c2ccc(CN(c3ccccc3)S(=O)(=O)c3ccccc3)cc2)CC1` has the entry 12*
For CFTR F508del cor, `CSc1cccc(NC(=O)CCNS(=O)(=O)c2ccc3[nH]c(=O)oc3c2)c1` has the entry 1.6

(list continues)
SMILES	RAD52 inh	XiGFP reactiv	esBAF inh	ERAP1 inh	INS-1E GSIS act	ARNT TACC3 PPI	CFTR F508del cor	RAD54 inh
COc1ccc(S(=O)(=O)n2nc(OC(=O)c3cccs3)cc2NC(=O)c2cccs2)cc1	-47	0.0	-1	-4	-22	-2	-1.3	0
O=C(NCC(=O)N(c1ccccc1)C(C(=O)NC1CCCC1)c1ccncc1)c1ccco1 (stereo not given)	/	/	-3	/	4	-1	/	1
CCOC(=O)C1=C(c2ccccc2)c2ccccc2OC1C(=O)OCC (stereo not given)	0	0.1	0	/	-40	1	0.7	0
CC(=O)c1ccc(OCCCC(=O)OCC(=O)N2CCN(S(=O)(=O)c3ccc(C)cc3C)CC2)cc1	-6	0.1	1	-1	-24	1	0.9	-2
COCC(=O)Nc1ccc2c(c1)C(=O)N(C)C[C@H](OC)[C@@H](C)CN(Cc1cc(F)ccc1F)[C@H](C)CO2	6	-0.3	1	-4	-20	2	-0.6	2
Cc1cc(C(=O)Nc2cccc3c2O[C@@H](CN(C)Cc2ccc(C(F)(F)F)cc2)[C@@H](C)CN([C@H](C)CO)C3=O)n(C)n1	/	0.1	1	2	5	0	-0.4	-5
Cc1ccc(S(=O)(=O)Nc2ccc3c(c2)C(=O)N([C@@H](C)CO)C[C@H](C)[C@@H](CN(C)C(=O)Nc2ccc(C(F)(F)F)cc2)O3)cc1	-15	-1.0	2	0	-9	-11	4.6	-2
COc1ccc(C#Cc2ccc3c(c2)O[C@@H](CN(C)C(C)=O)[C@@H](C)CN([C@H](C)CO)S3(=O)=O)cc1	-79	-1.1	-1	-2	-14	-4	2.3	-4
COC(=S)Nc1cccc(C(F)(F)F)c1	-10	-0.1	/	1	-17	4	-2.7	-3
CC(=O)N1CCN(S(=O)(=O)c2cccc(C(=O)Nc3ccc(F)c(F)c3)c2)CC1	-15	0.4	2	0	-2	0	-2.7	-15
O=C(NC1CCCCC1)C(c1ccccc1)N(C(=O)c1csnn1)C1CC1 (stereo not given)	0	0.0	-2	1	1	/	0.3	-6
Cc1ccc(S(=O)(=O)Nc2ccc3c(c2)C(=O)N([C@H](C)CO)C[C@H](C)[C@@H](CN(C)C(=O)NC2CCCCC2)OCCCC[C@@H](C)O3)cc1	-279&-21	0.0&0.0	7&-7	-3&2	-13&1	14	-0.9&2.2	-21&-1
CN(Cc1cnccn1)C(=O)CC1C(=O)NCCN1Cc1cccc(F)c1 (stereo not given)	-22	0.0	-3	-6	1	-5	0.6	-4
Cc1onc(-c2ccccc2)c1C(=O)N1CCN(c2ncccn2)CC1	-14	0.0	-3	0	14	-7	1.5	-5
CCOC(=O)CNC(=O)CSc1nnc(-c2c[nH]c3ccccc23)n1CC	-4	0.0	3	5	7	-1	2.0	2
CO[C@@H](CN(C)S(=O)(=O)c1cccc(Cl)c1)[C@H](C)CN([C@@H](C)CO)S(=O)(=O)c1ccc(Cl)cc1	4	0.2	4	-5	-31	2	-2.4	-6
CC(C)NC(=O)N1[C@H](CO)[C@H](c2ccc(C#CC3CCCC3)cc2)[C@@H]1C#N	-25	0.0	-2	6	-16	-2	1.5	4
COc1ccccc1-c1ccccc1[C@@H]1[C@@H](CO)N(C(=O)C2CC2)[C@H]1C#N	-12	0.2	/	/	0	/	0.3	/
O=C(C[C@@H]1CC[C@@H]2[C@H](COC[C@H](O)CN2Cc2ccccc2)O1)N[C@@H]1CCN(Cc2ccccc2)C1	14	-0.1	-7	2	9	-1	3.0	-3
C[C@@H]1CN([C@@H](C)CO)C(=O)c2cc(C#C[C@@H](C)O)cnc2O[C@@H]1CN(C)C(=O)CN(C)C	-2	0.0	0	1	2	-7	2.7	2
COc1ccc2c3c(n(C)c2c1)[C@@H](CO)N(C(=O)Nc1ccc(F)cc1)CC31CCN(C(=O)c2cccnc2)CC1	-8	0.3	/	6	-11	/	-2.9	/
O=C(C[C@H]1C=C[C@@H](NC(=O)c2ccccc2)[C@H](CO)O1)NCc1ccncn1	-2	-0.1	-2	0	25	-3	0.3	-3
CCCCNC(=O)c1cc(C)no1	-18	0.3	-6	1	10	-5	2.4	7
O=C(Cn1[nH]c(=O)c2ccccc2c1=O)OCC(=O)c1ccc(Br)cc1	-12	-0.7	-1	-2	17	25	-1.2	4
CCOc1nc(-c2ccccc2Cl)ccc1C#N	/	/	-1	/	-11	-8	/	9
CCOC(=O)C1CCCN(C2CCN(Cc3nc(-c4ccccc4)no3)CC2)C1 (stereo not given)	-10	0.0	-2	-6	7	/	0.8	-12
C[C@@H]1CN([C@@H](C)CO)S(=O)(=O)c2ccc(C3=CCCC3)cc2O[C@H]1CN(C)C(=O)c1cnccn1	-10	-0.2	7	-2	1	6	1.0	-8
CCC(=O)Nc1ccc2c(c1)C(=O)N(C)[C@H]1CC[C@H](CC(=O)NC3Cc4ccccc4C3)O[C@H]1CO2	9	0.2	-2	2	/	-17	-0.3	0
CCCN1[C@H](C(=O)Nc2nccs2)[C@@H](CO)[C@@H]2Cn3c(ccc(-c4ccccc4OC)c3=O)[C@@H]21	-1	0.4	-2	-1	-11	0	/	-6
CC(C)c1ccc(CNC(=O)C(=O)Nc2nccs2)cc1	-3	0.0	/	-1	4	/	2.6	/
NC(=O)c1nnn(-c2ccc([N+](=O)[O-])cc2)c1-c1ccccc1	2	0.3	8	5	2	-4	1.2	/
Fc1ccc(NC(=S)Nc2ccc3nccnc3c2)cc1	-11	-0.1	/	2	-23	64*	-2.5	/
COc1cccc(/C=C/C(=O)NNC(=O)CCN2CCN(Cc3ccccc3)CC2)c1	-7	0.1	/	-5	18	-3	-1.4	7
COc1ccc(N2CCN(CCCNC(=O)CC3Oc4ccc(C)cc4NC3=O)CC2)cc1 (stereo not given)	-6	0.3	6	/	15	16	1.1	-8
O=C(c1[nH]c(C(F)(F)F)nc1-c1ccccc1)N1CCc2c([nH]c3ccccc23)C1	-38	0.0	-3	13	-5	/	3.7	2
COc1ccc(NC(=O)N(C)C[C@H]2Oc3c(NC(=O)C4CC4)cccc3C(=O)N([C@H](C)CO)C[C@@H]2C)cc1	-6&-4	-1.1&0.0	0&-6	-1&14	10	1&3	-1.2&0.8	2&-3
CCOC(=O)CC1C(=O)NCCN1C(=O)c1ccc(Cl)c(Cl)c1 (stereo not given)	-8	0.3	-6	-2	9	-5	-0.7	0
COc1cc(C=O)ccc1Oc1ccc(S(=O)(=O)N2CCOCC2)cc1[N+](=O)[O-]	-19	0.3	/	1	/	5	-5.0	5
COc1ccc(S(=O)(=O)N2CCCC2)cc1C(=O)O	-8	0.1	-4	1	-4	-8	-2.3	-10
CC1CCCCN1C(=O)COC(=O)c1ccc(=O)n(Cc2ccccc2)n1 (stereo not given)	-5	-0.1	/	0	5	-6	-2.3	/
Cc1ccc(C(=O)N/N=C\c2cc(Br)c(Br)o2)cn1	-39	-0.1	/	2	2	/	0.0	-3
CCOC(=O)c1ccc(Nc2ncnc3nc[nH]c23)cc1	/	/	27	/	-6	-11	/	2
Cc1ccc(C(C)NC(=O)C2CCCC2)c(C)c1 (stereo not given)	-9	0.6	-4	0	-5	-1	-6.0	-11
C[C@@H]1CCCCO[C@@H](CN(C)S(C)(=O)=O)[C@@H](C)CN([C@H](C)CO)C(=O)c2cc(NC(=O)NC3CCCCC3)ccc2O1	18	0.2	1	-2	16	-1	1.4	1
C[C@@H](O)C#Cc1cnc2c(c1)C(=O)N([C@@H](C)CO)C[C@H](C)[C@@H](CN(C)C(=O)c1ccccc1F)O2	-1	-0.1	-1	-2	3	-4	-1.1	-4
CCOC(=O)c1cc(C)n(-c2ccccc2)c1C	-12	0.2	/	/	-11	2	-0.1	/
Cc1ccc(NC(=O)Nn2cnnc2)c(C)c1	-16	0.0	-1	1	-2	/	-0.3	0
Cc1ccn2c(C(=O)NN=C3CCN(C)CC3)c(C)nc2c1	-11	0.0	/	2	10	9	/	/
Cc1ccccc1S(=O)(=O)N1[C@@H]2CNC[C@H]1[C@@H]2c1ccc(-c2ccc(C#N)cc2)cc1	47	0.0	/	-1	10	/	2.1	/
O=C(CCN1CCCCO1)N1CCCC(Nc2ccc(F)c(F)c2)C1 (stereo not given)	-18	0.3	0	-2	-1	3	3.4	-5
C[C@H]1CN([C@@H](C)CO)C(=O)c2cccc(NC(=O)C3CCOCC3)c2O[C@H]1CN(C)S(=O)(=O)c1ccc(Cl)cc1	5	0.1	-3	-12	5	0	-0.4	7
Cc1ccc(CNS(=O)(=O)NCc2cccs2)cc1	2	0.0	/	-2	-1	-2	1.5	/
COc1cccc(-c2ccc3c(c2)[C@H]2[C@H](CCN2C(=O)c2ccc4c(c2)OCO4)[C@H](CO)N3C)c1	-3	-0.1	2	0	-22	-10	3.4	-1

Entries shown so far that have an aryl thioether with sulfur outside any ring:
SMILES	RAD52 inh	XiGFP reactiv	esBAF inh	ERAP1 inh	INS-1E GSIS act	ARNT TACC3 PPI	CFTR F508del cor	RAD54 inh
CSc1cccc(NC(=O)CCNS(=O)(=O)c2ccc3[nH]c(=O)oc3c2)c1	-7	0.0	-5	-1	-10	14	1.6	2
CCOC(=O)CNC(=O)CSc1nnc(-c2c[nH]c3ccccc23)n1CC	-4	0.0	3	5	7	-1	2.0	2

Screens as filed in PubChem BioAssay.
